From PubChem
T cell modulator: modulators of CD8 T cell-vesicle binding, primary screen, mouse 2C CD8+ T cells, flow cytometry | 2C CD8+ T cell-vesicle binding; active compounds read low | calls only at 7 µM | 330,000 tested, 0.068% active | AID 2052, 2009;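 active means response, share of CD8 T cells binding vesicles, and their 90th percentile fluorescence all below set limits, cut at about 80% in these data, passing the limit was not always enough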
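Test system: purified 2C TCR transgenic mouse naive CD8+ T cells. Probe or stimulus: QL9-peptide-loaded Drosophila micro-vesicles bearing Ld, ICAM-1 and B7-1. Incubation: binding step 1.5 h, 37 °C, antibody labelling 20 min, ice. Measured by: flow cytometry of vesicle-bound cells.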
Lipid droplet: inhibitors of hepatocyte lipid droplet formation, primary screen, imaging, high-throughput imaging, BODIPY stain. 240,000 tested, 0.4% active. inhibition, % at 6.5 µM. AID 1656, 2009. AML12 mouse hepatocytes, oleate lipid droplets;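 active means lipid droplet intensity inhibited by at least 50%, with more than 500 cells counted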
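Assay system: AML12 hepatocytes (mouse) / Also added: 100 µM oleic acid challenge / Times: overnight treatment with compound plus oleate / Detection: high-content imaging of BODIPY-stained droplets and DAPI nuclei / Evaluation: % inhibition of lipid droplet signal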
PhoP inhibition: inhibitors of PhoP regulon expression, primary screen, Salmonella Typhimurium, GFP reporter (AID 1863); S. Typhimurium PhoP-regulated promoter GFP reporter, 4 h; higher % means a stronger effect; inhibition, % at 50 µM; hits with a dose series show IC50 in µM; 300,000 tested, 0.16% active;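 active means inhibition over 29.93%, a cutoff 3 SD above the screen mean, later confirmed by dose response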;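 further: 0% = low Mg2+ inducing control and 100% = high Mg2+ repressing control; strong numbers were not always called active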
Lipid droplet cells 6.5 µM: recorded beside Lipid droplet, whose call it bears; cell count; measured here: cell count, cytotoxicity flag;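 cells counted across two imaged fields per well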
T cell modulator vesicle-bound %: also measured in T cell modulator; calls as there; double positive events, %; measured here: CD8+ vesicle-bound cell fraction;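 binding gate set so that unloaded-vesicle control wells show 10% double positive cells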
The depositor's hits bear a star; i = inactive; + = active, no number.

SMILES	T cell modulator	T cell modulator vesicle-bound %	Lipid droplet	Lipid droplet cells 6.5 µM	PhoP inhibition
O=C(CCc1ccccc1)NNC(=O)COc1ccc([N+](=O)[O-])cc1	i	8	2	845	-1%
CCc1nnc(NC(=O)CCC(=O)N2CCCC(O)C2)s1 (stereo not drawn)	i	24	1	802	3%
Cc1ccc(S(=O)(=O)N2CCC(C(=O)NCCCN3CCCC3=O)CC2)cc1C	i	8	-8	718	-1%
Cc1oc2c(CN3CCCC(C)C3)c(O)ccc2c(=O)c1-c1ccccc1 (stereo not drawn)	i	28	-5	836	10%
Cc1ccc(C)c(N(C(=O)c2csnn2)C(C(=O)NC2CCCC2)c2ccncc2)c1 (stereo not drawn)	i	21	-19	813	1%
CC(C)/C=C/CN1CCC(Oc2ccc(C(=O)N3CCCC3)cc2)CC1	i	34	16	697	3%
COc1ccc(CNc2nnnn2C)cc1	+	4.0*	-7	837	7%
CCOC(=O)c1cccc(NC(=O)c2ccc3c(c2)C(=O)N(CC2CCCO2)C3=O)c1 (stereo not drawn)	i	10	-15	717	-3%
Cn1cc(C(=O)N2CCCCC2)c(=O)c2cc(S(=O)(=O)N3CCCC3)ccc21	i	45	-6	686	-5%
C/C(=N/NC(=O)c1ccc(C)s1)c1cccc(NC(=O)c2ccoc2C)c1	i	14	-2	722	6%
COc1cc([N+](=O)[O-])ccc1NC(=O)NN1CCN(C)CC1	i	37	-2	658	-5%
CC(C)[C@H](NC(=O)c1ccccc1F)C(=O)NCc1ccc(S(N)(=O)=O)cc1	i	36	0	755	-4%
Oc1cccc2ccc(N3CCOCC3)nc12	i	33	-2	793	-4%
CCc1ccc(NC(=O)CSc2ccc(-c3sc(C)nc3C)nn2)cc1	i	9	-1	724	2%
C/C=C/c1ccc(OCC(O)CNCC(c2ccc(OC)cc2)N(C)C)c(OC)c1 (stereo not drawn)	i	52	-20	788	-2%
CC(C)(C)C(=O)N1CCN(c2ccc(NC(=O)c3ccc([N+](=O)[O-])o3)cc2)CC1	i	17	-52	722	4%
CCOC(=O)N1CCN(C(=O)Cn2nc(C)n3nc(-c4ccc(CC)cc4)cc3c2=O)CC1	i	26	16	713	-7%
Cc1cccc(NC(=O)N2CCCc3ccccc32)c1C	i	61	-2	812	1%
Cc1ccc(O)c(NC(=O)c2cc(-c3cccs3)on2)c1	i	20	15	799	-8%
C=CCn1c(=S)[nH]c2cc(C(=O)Nc3ccc(OC)c(OC)c3)ccc2c1=O	i	45	-3	732	-1%

In another format: results already given.
The line under a structure holds: T cell modulator | T cell modulator vesicle-bound % | Lipid droplet | Lipid droplet cells 6.5 µM | PhoP inhibition
> O=C(CCc1ccccc1)NNC(=O)COc1ccc([N+](=O)[O-])cc1
  i | 8 | 2 | 845 | -1%
> CCc1nnc(NC(=O)CCC(=O)N2CCCC(O)C2)s1 (stereo not drawn)
  i | 24 | 1 | 802 | 3%
> Cc1ccc(S(=O)(=O)N2CCC(C(=O)NCCCN3CCCC3=O)CC2)cc1C
  i | 8 | -8 | 718 | -1%
> Cc1oc2c(CN3CCCC(C)C3)c(O)ccc2c(=O)c1-c1ccccc1 (stereo not drawn)
  i | 28 | -5 | 836 | 10%
> Cc1ccc(C)c(N(C(=O)c2csnn2)C(C(=O)NC2CCCC2)c2ccncc2)c1 (stereo not drawn)
  i | 21 | -19 | 813 | 1%
> CC(C)/C=C/CN1CCC(Oc2ccc(C(=O)N3CCCC3)cc2)CC1
  i | 34 | 16 | 697 | 3%
> COc1ccc(CNc2nnnn2C)cc1
  + | 4.0* | -7 | 837 | 7%
> CCOC(=O)c1cccc(NC(=O)c2ccc3c(c2)C(=O)N(CC2CCCO2)C3=O)c1 (stereo not drawn)
  i | 10 | -15 | 717 | -3%
> Cn1cc(C(=O)N2CCCCC2)c(=O)c2cc(S(=O)(=O)N3CCCC3)ccc21
  i | 45 | -6 | 686 | -5%
> C/C(=N/NC(=O)c1ccc(C)s1)c1cccc(NC(=O)c2ccoc2C)c1
  i | 14 | -2 | 722 | 6%
> COc1cc([N+](=O)[O-])ccc1NC(=O)NN1CCN(C)CC1
  i | 37 | -2 | 658 | -5%
> CC(C)[C@H](NC(=O)c1ccccc1F)C(=O)NCc1ccc(S(N)(=O)=O)cc1
  i | 36 | 0 | 755 | -4%
> Oc1cccc2ccc(N3CCOCC3)nc12
  i | 33 | -2 | 793 | -4%
> CCc1ccc(NC(=O)CSc2ccc(-c3sc(C)nc3C)nn2)cc1
  i | 9 | -1 | 724 | 2%
> C/C=C/c1ccc(OCC(O)CNCC(c2ccc(OC)cc2)N(C)C)c(OC)c1 (stereo not drawn)
  i | 52 | -20 | 788 | -2%
> CC(C)(C)C(=O)N1CCN(c2ccc(NC(=O)c3ccc([N+](=O)[O-])o3)cc2)CC1
  i | 17 | -52 | 722 | 4%
> CCOC(=O)N1CCN(C(=O)Cn2nc(C)n3nc(-c4ccc(CC)cc4)cc3c2=O)CC1
  i | 26 | 16 | 713 | -7%
> Cc1cccc(NC(=O)N2CCCc3ccccc32)c1C
  i | 61 | -2 | 812 | 1%
> Cc1ccc(O)c(NC(=O)c2cc(-c3cccs3)on2)c1
  i | 20 | 15 | 799 | -8%
> C=CCn1c(=S)[nH]c2cc(C(=O)Nc3ccc(OC)c(OC)c3)ccc2c1=O
  i | 45 | -3 | 732 | -1%

Next section.
SMILES	T cell modulator	T cell modulator vesicle-bound %	Lipid droplet	Lipid droplet cells 6.5 µM	PhoP inhibition
NC(=O)C1CCN(C(=O)c2ccc3ccccc3c2)CC1	i	39	-2	836	1%
COc1cc(CC(NC(C)=O)C(=O)NC2CCN(C(=O)Nc3ccccc3C)CC2)cc(OC)c1 (stereo not drawn)	i	20	0	807	2%
CCOC(=O)N1CCN(CC(O)COc2ccc(C)c(C)c2)CC1 (stereo not drawn)	i	27	3	833	-5%
Cc1cc(F)ccc1S(=O)(=O)N1CCCOC1CNC(=O)C(=O)NCC(C)C (stereo not drawn)	i	12	7	718	-9%
COc1ccc(NC(=O)CCS(=O)(=O)c2ccc3c(c2)NC(=O)C(C)S3)cc1OC (stereo not drawn)	i	5	2	729	1%
CC1CCCC(C)N1CC(O)COC1CCC(C(C)(C)C)CC1 (stereo not drawn)	i	54	-12	795	-7%
O=C(Nc1ccc(Br)cc1)c1cc(-c2cccs2)on1	i	45	13	785	-11%
COc1ccc2c(c1OC)C(=O)N1C2SC[C@H]1C(=O)NC1CCCCC1 (stereo partly drawn)	i	17	-2	830	-2%
Cc1ccc(NC(=O)c2cccs2)cc1NC(=O)c1cccc(F)c1	i	69	-2	786	0%
COc1cccc(-c2coc3c(C)c4oc(=O)c(CC(=O)O)c(C)c4cc23)c1	i	16	8	848	4%
O=S(=O)(NNC(=S)Nc1ccc(S(=O)(=O)Nc2ncccn2)cc1)c1ccc(Br)cc1	i	58	-2	678	-2%
Cc1ccc(NC(=O)NCc2ccccn2)c(C)c1	i	15	20	695	-7%
CCc1cc(=O)oc2c(CNCc3ccccc3F)c(O)c(Cl)cc12	i	54	4	819	13%
COC(=O)c1ccc(CN2CCCC(C(=O)Nc3cccc(-n4cnnn4)c3)C2)cc1 (stereo not drawn)	i	11	18	629	1%
COc1cc(NC(=O)CSc2nnc(-c3cc(C)on3)o2)cc(OC)c1	i	16	-6	777	2%
COc1ccc(Cc2nnc(NC(=O)Nc3ccccc3)s2)cc1OC	i	28	-1	415	0%
O=C(c1ccc(N2CCCC2=O)cc1)N1CCN(c2ccc(Cl)cc2)CC1	i	9	-2	815	-3%
CCOC(=O)N1CCC(NC(=O)c2cc(COc3ccccc3SC)on2)CC1	i	40	-6	805	-9%
CC(=O)NC(CC(=O)N(C)C1CCCCC1)c1ccccc1 (stereo not drawn)	i	31	7	758	6%
C=CCN(Cc1nc(-c2ccc(OC)cc2)no1)C(=O)c1ccc2c(c1)OCO2	i	48	-1	723	2%

A second format for part of the listing above:
SMILES | T cell modulator | T cell modulator vesicle-bound % | Lipid droplet | Lipid droplet cells 6.5 µM | PhoP inhibition
O=C(c1ccc(N2CCCC2=O)cc1)N1CCN(c2ccc(Cl)cc2)CC1 | i | 9 | -2 | 815 | -3%
CCOC(=O)N1CCC(NC(=O)c2cc(COc3ccccc3SC)on2)CC1 | i | 40 | -6 | 805 | -9%
CC(=O)NC(CC(=O)N(C)C1CCCCC1)c1ccccc1 (stereo not drawn) | i | 31 | 7 | 758 | 6%

(next part)
SMILES	T cell modulator	T cell modulator vesicle-bound %	Lipid droplet	Lipid droplet cells 6.5 µM	PhoP inhibition
O=C(NC1CCN(S(=O)(=O)c2ccccc2)CC1)c1ccc(F)cc1	i	51	-9	868	0%
Cc1csc(=O)n1CC(=O)OCC(=O)Nc1cc(Cl)ccc1[N+](=O)[O-]	i	26	-1	784	-2%
CCc1ccc(NC(=O)NC(C)c2ccc3c(c2)OCO3)cc1 (stereo not drawn)	i	66	-14	642	-2%
COc1ccc(CNC(=O)[C@H](Cc2c[nH]c3ccccc23)NC(C)=O)cc1OC	i	14	-1	725	-2%
CC#CCN(Cc1ccco1)C(=O)C1CCC(=O)N(Cc2ccccc2F)C1 (stereo not drawn)	i	24	9	655	1%
CCS(=O)(=O)c1nc(S(=O)(=O)c2ccc(C)cc2)c(N2CC(C)CC(C)C2)s1 (stereo not drawn)	i	31	-7	689	-10%
O=C(NCc1cccnc1)c1cccc(OC2CCN(Cc3ccc(CO)o3)CC2)c1	i	8	-6	641	5%
CC(=O)c1cccc(NC(=O)CN(C)S(=O)(=O)c2ccc3c(c2)CC(C)N3C(C)=O)c1 (stereo not drawn)	i	10	-12	810	-9%
Cc1oc(-c2ccccc2F)nc1CS(=O)(=O)CC(=O)NCCCN1CCN(C)CC1	i	9	-62	707	-9%
COc1ccc(C(=O)N(Cc2ccccc2)c2cccc(C)c2)cc1	i	11	-5	694	-4%
CC(=O)O[C@H]1C[C@@]2(O)[C@@H](OC(=O)c3ccccc3)C3[C@@](C)([C@@H](O)C[C@H]4OC[C@@]34OC(C)=O)[C@@H](O)[C@H](OC(C)=O)C(=C1C)C2(C)C (stereo partly drawn)	i	32	-5	824	4%
O=C(Cn1nc(C(=O)O)c2ccccc2c1=O)Nc1ccc(Br)cc1	i	45	2	783	8%
CCCCc1cc(=O)oc2cc(C)cc(OCC(=O)N3C[C@H]4C[C@@H](C3)c3cccc(=O)n3C4)c12	i	16	-20	819	0%
CN1CCN(CC(=O)Nc2nc3ccccc3s2)CC1	i	53	9	837	4%
C/C(=N/NC(=O)c1ccc(Cl)s1)c1cccnc1	i	7	-7	711	16%
CSc1nnc2c3cc(F)ccc3n(C)c2n1	i	12	5	751	-3%
CCOC(=O)N1CCC(NC(=O)C2CCCN(Cc3nc(-c4ccc(CC)cc4)oc3C)C2)CC1 (stereo not drawn)	i	10	-22	675	-7%

This is a subset, so the mix of outcomes need not match the whole.
